High-throughput results: PubChem, The Scripps Research Institute Molecular Screening Center
CHRM1 agonist = human M1 muscarinic receptor agonism. P11229. CHO-K1 hM1, Fluo-8 calcium fluorescence, agonist mode; 0% DMSO, 100% acetylcholine EC100. activation, % at 3 µM. 360,000 tested, 0.33% active. AID 588814;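 active = activation above the run's mean compound activation plus 3 SD, cut at about 16% in these data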;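 also: peak over basal fluorescence ratio within a 140 s kinetic read after compound addition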
Target sequence (P11229 whole entry, looked up): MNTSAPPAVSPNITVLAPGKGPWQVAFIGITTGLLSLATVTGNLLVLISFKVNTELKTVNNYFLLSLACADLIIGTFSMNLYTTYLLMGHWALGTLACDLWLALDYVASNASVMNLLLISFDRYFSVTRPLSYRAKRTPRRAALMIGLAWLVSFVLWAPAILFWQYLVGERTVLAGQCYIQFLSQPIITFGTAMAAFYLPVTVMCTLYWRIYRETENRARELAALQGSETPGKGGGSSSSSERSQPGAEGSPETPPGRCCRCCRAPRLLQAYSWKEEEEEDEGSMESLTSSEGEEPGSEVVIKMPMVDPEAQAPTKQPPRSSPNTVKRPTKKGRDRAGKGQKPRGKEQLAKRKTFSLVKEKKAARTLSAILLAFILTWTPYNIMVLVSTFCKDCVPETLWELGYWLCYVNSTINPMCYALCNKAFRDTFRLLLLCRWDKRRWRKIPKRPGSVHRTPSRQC
CHRM1 antagonist = antagonists of human M1 muscarinic receptor. CHO-K1 hM1, Fluo-8 calcium fluorescence, ACh EC80 antagonist. P11229. 360,000 tested, 1.3% active. AID 588852. inhibition, % at 3 µM;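 active = percent inhibition above its own plate's cutoff, namely the mean of that plate's compound wells plus 3 SD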;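 also: peak over basal fluorescence ratio during 140 s after agonist addition; 0% = ACh EC80 plus DMSO and 100% = DMSO alone without agonist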
M1 ag parental = M1 agonist counterscreen hit in parental CHO-K1 cells; 360,000 tested, 0.48% active; Fluo-8 calcium fluorescence; scaled to maximal ATP response, vehicle zero; activation, % at 3 µM; AID 602248; in the data active = activation above about 15%;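 also: untransfected CHO-K1 host cells lacking M1 receptor as counterscreen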
TAAR1 antagonist = human TAAR1 antagonism; CHO RD-HGA16 TAAR1, Fluo-8 calcium fluorescence, antagonist; inhibition, % at 3 µM; AID 624466; 360,000 tested, 1.5% active; Q96RJ0;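 active = inhibition above a per-plate cutoff, the mean inhibition of test compounds on that plate plus 3 SD, cut at about 49% in these data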;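 also: 0% = DMSO plus EC80 beta-PEA response and 100% = DMSO alone without agonist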
Target sequence (Q96RJ0 whole entry, looked up): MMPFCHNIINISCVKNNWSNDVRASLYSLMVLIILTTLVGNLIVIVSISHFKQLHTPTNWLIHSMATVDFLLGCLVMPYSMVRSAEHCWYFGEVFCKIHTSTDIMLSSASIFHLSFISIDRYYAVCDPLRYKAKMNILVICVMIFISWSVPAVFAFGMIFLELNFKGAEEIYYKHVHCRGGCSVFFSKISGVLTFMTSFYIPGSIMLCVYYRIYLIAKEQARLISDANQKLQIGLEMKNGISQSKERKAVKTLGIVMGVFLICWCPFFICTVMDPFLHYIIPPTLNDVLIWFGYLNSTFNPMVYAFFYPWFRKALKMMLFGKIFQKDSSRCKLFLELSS
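Test system – hTAAR1-expressing CHO RD-HGA16 cells, Gα16-coupled · Also added – β-PEA at EC80 concentration, post-compound challenge · Compound – 3 µM, single point · Incubation – dye loading 75 min at 37 °C, then 30 min room temperature · Measured by – Fluo-8 intracellular calcium dye fluorescence, real-time kinetic reads · Benchmarks – vehicle and agonist controls · Replicates – singlicate, one well per test compound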
TAAR1 agonist = human TAAR1 agonism. 360,000 tested, 0.99% active. CHO RD-HGA16 TAAR1, Fluo-8 calcium fluorescence; vehicle wells 0%, saturating PEA agonist 100%. Q96RJ0. activation, % at 3 µM;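 active = activation above the mean activation of all test compounds in the run plus 3 SD, cut at about 38% in these data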
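Repeats: no replicates (n 1) | Material: CHO-derived RD-HGA16 cells with stable Gα16 and human TAAR1 | Technique: Kinetic Fluo-8 calcium fluorescence | Schedule: 17-24 h seeding, 75 min 37 °C dye, 30 min RT | Evaluation: % activation from peak over basal fluorescence ratio, DMSO-to-PEA scaled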
CHO parental Ca = counter-screen: ATP calcium response change in parental CHO cells | parental CHO-K1, ATP-induced calcium, Fluo-8 fluorescence | inhibition, % at 5.6 µM | 330,000 tested, 0.63% active;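 active = inhibition above that plate's mean sample inhibition plus 3 SD, cut at about 26% in these data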;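 also: 0% = ATP-challenged DMSO wells and 100% = DMSO wells without ATP; some compounds past the cut are filed as inactive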
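test system = CHO parental line | reagent = ATP stimulus | measured by = intracellular calcium via Fluo-8 no-wash fluorescent dye | control set = ATP and no-ATP DMSO wells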
M1 PAM = human CHRM1 positive allosteric modulation | CHO-K1 hM1, Fluo-8 calcium fluorescence, ACh EC20; 0% = ACh EC20, 100% = maximal ACh | activation, % at 3 µM | 360,000 tested, 0.088% active | AID 588819; in the data active = activation above about 19%, passing the limit was not always enough
M1 PAM parental = counter-screen for M1 PAMs: effect in parental CHO-K1 cells; ATP EC20, Fluo-8 calcium fluorescence; 0% at ATP EC20, 100% at ATP max; activation, % at 3 µM; 360,000 tested, 0.02% active; AID 602247;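 active = activation above the run cutoff, the mean activation of all test compounds plus 3 SD, cut at about 40% in these data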;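 also: peak over basal fluorescence ratio in a 140 s read after ATP addition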
CHO-K1 Ca antag = nonselective inhibitor or artifact in parental CHO-K1 cells | ATP-induced calcium, Fluo-8 fluorescence | inhibition, % at 3 µM | 360,000 tested, 0.6% active | AID 602250;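 active = inhibition above a per-plate cutoff, the plate's mean sample inhibition plus 3 SD, cut at about 24% in these data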;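 also: 0% = DMSO plus EC80 ATP and 100% = DMSO alone without ATP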
An asterisk follows results filed as active; x = no result given.

SMILES	CHRM1 agonist	CHRM1 antagonist	M1 ag parental	TAAR1 antagonist	TAAR1 agonist	CHO parental Ca	M1 PAM	M1 PAM parental	CHO-K1 Ca antag
COc1ccccc1NC(=O)CCCCC(=O)Nc1ccccc1OC	-2	-16	0.5	-1	2	-10	12	2	-7
CC(=O)n1cc([C@H]2C=C(C(N)=O)O[C@@H](OCc3ccc(CO)cc3)C2)c2ccccc21	23*	21	20*	81*	78*	-1	-10	7	-9
CCC(=O)NCc1nc2ccccc2n1Cc1ccccc1F	-1	-12	0.0	-13	3	-7	9	-2	9
CCCCOC(=O)CCc1nc2ccccc2[nH]1	-4	10	2.6	6	5	-4	-5	17	-15
COc1cc(C(=O)Nc2ccc3c(c2)OCCO3)c(-n2cnnn2)cc1OC	-5	-9	1.5	13	16	6	7	11	-3
CN(C)S(=O)(=O)c1cccc(C(=O)NCC(=O)NC2CCN(Cc3ccccc3)CC2)c1	-13	34*	-0.2	-17	2	-7	-16	-25	15
Cc1cc([N+](=O)[O-])cnc1NC(C)c1ccccc1 (stereo not given)	-4	-15	0.0	7	5	-19	8	-6	13
CN(C)C(=O)CCc1ccc2c3c([nH]c2c1)[C@]1(C)[C@@H](C(=O)N2CCOCC2)C[C@H](CC(=O)NCc2cccc(C(F)(F)F)c2)C(=O)N1CC3	-10	-16	0.1	-8	-1	-25	11	10	-20
CC(=O)N1N=C(c2cccc(Br)c2)OC12CCCC2	-2	-6	0.6	0	9	-11	8	16	-3
O=C(COC(=O)c1ccc2c(c1)C(=O)N(Cc1ccncc1)C2=O)Nc1cccc2ccccc12	2	-9	0.0	2	3	-8	9	-12	14
CCN(CC)S(=O)(=O)c1ccc(NC2c3ncccc3C(=O)N2Cc2ccccc2)cc1 (stereo not given)	-2	-7	0.8	4	11	-11	4	-6	-4
Cc1cc(C)cc(N(C(=O)C2CCCC2)C2C=CS(=O)(=O)C2)c1 (stereo not given)	-4	-12	0.1	-9	9	-5	3	1	-20
O=C(CNC(=O)c1cccc([N+](=O)[O-])c1)NC1CCCc2ccccc21 (stereo not given)	-1	-5	1.4	16	6	-14	0	-1	-9
O=C(NC(=S)Nc1ccc(N2CCOCC2)cc1)c1ccco1	-5	-6	-0.2	0	4	-15	4	5	-4
O=C1NC(=O)C(=CC=Cc2ccccc2)S1	4	-7	1.6	-1	3	x	6	17	4
CC[C@]12C(=O)N(C)C[C@H]([C@@H]3C(=O)N(Cc4ccccc4)C(=O)[C@@H]31)N2C(=O)c1ccc(F)cc1	-5	-1	0.0	-13	11	x	1	-8	-16
COc1ccc(/C=N/NC(=O)CNC(=O)C2COc3ccccc3O2)cc1OC (stereo not given)	-8	-4	1.5	6	-1	7	7	15	-12
Cc1ccc2cc3cc(C(=O)NCCN4CCOCC4)oc3nc2c1	0	-13	-0.1	1	4	-8	8	15	-1
N#CC(C#N)=Cc1ccc(NC(=O)c2ccc(Br)cc2)cc1	-2	1	3.5	-18	6	9	1	5	-10
O=C(NCc1cccnc1)c1sc2ccccc2c1Cl	-4	1	0.6	-11	9	-10	2	0	-26
O=C(NCc1ccccc1)Nc1nnc([C@@H]2C[C@H](O)[C@@H](CO)O2)s1	-3	-14	0.5	-23	1	x	7	10	-9
OCC[C@H]1C[C@@H](O)[C@H](O)[C@@]2(CCc3ccccc3CO2)O1	-3	-8	0.4	11	8	-6	12	7	-11
CC1(C)CC(=O)c2sc(NC(=O)C3CC3)nc2C1	-4	-15	0.6	9	0	-2	9	9	2
CN(C(=O)c1ccc(NC(=O)Cc2ccc(NC(=O)C3CCN(C(=O)C4CCCCC4)CC3)cc2)cc1)C1CC1	-7	-1	0.3	22	5	-4	7	24	-17
Cc1ccc(/C(N)=N/OC(=O)CCC2CCCCC2)cc1	-1	-4	-0.4	1	18	-5	8	14	-9
CC1CN(C2CCN(C(=O)COc3ccc(Cl)cc3)CC2)CC(C)O1 (stereo not given)	-5	-1	4.9	-2	4	-17	-1	16	-8
Cc1ccc2c(C)nc(N/C(N)=N/S(=O)(=O)c3ccccc3)nc2c1	-2	-3	0.6	-1	2	-2	4	-5	-9
COc1ccc(OC)c(S(=O)(=O)Nc2ccc(OCC(=O)O)cc2)c1	-1	-14	-0.2	3	1	-2	14	13	-6
O=C(Nc1ccc(S(=O)(=O)N2CCOCC2)cc1)c1ccc([N+](=O)[O-])cc1Cl	-5	-14	1.2	-4	11	7	10	-22	8
COc1ccccc1CNS(=O)(=O)c1ccc2c(c1)oc(=O)n2C	-3	-9	1.3	-16	3	0	1	9	-5
CS(=O)(=O)N1CCN(c2ccc([N+](=O)[O-])c3cccnc23)CC1	-4	-11	0.8	9	-1	-3	8	12	3
O=S(=O)(Nc1cccc(-c2cn3cccnc3n2)c1)c1ccc(Cl)cc1	0	-2	2.8	4	3	-2	4	-1	0
O=C(CSc1ncn[nH]1)Nc1ccc(Br)cc1Br	7	-7	0.6	-6	1	-16	18	4	9
COc1ccccc1NS(=O)(=O)c1cccc(C(=O)N/N=C/c2ccc([N+](=O)[O-])o2)c1	-1	-19	0.8	12	6	x	6	-2	-3
C(#CC1CCCCC1)c1ccc2c(c1)COc1c3ccccc3nn1-2	-3	-3	0.3	-3	16	-8	3	19	-14
COc1ccc(Cc2c(-c3ccc(C)cc3)nc3c4ccccc4ccn23)c(C)c1	-6	14	0.1	-29	1	x	-6	5	10
CCc1ccc(NC(=O)CSc2nc3ncc(Br)cc3[nH]2)cc1	1	4	1.1	2	4	-28	2	14	-10
C[C@H](NC(=O)c1ccccc1)C(=O)OCC(=O)c1c[nH]c2ccccc12	-3	-5	1.4	52*	70*	-38	4	14	-11
COc1ccc(-c2nc3ccc(C)cn3c2CC2CCCCC2)cc1OC	-4	-29	-0.1	2	1	x	4	1	-17
Cc1ccc(C(=O)N2CCN(Cc3ccccc3)CC2)o1	-6	9	0.2	-19	1	-2	-2	8	3
CC(=O)Nc1ccc(CNc2nc3cc(-c4ccccc4C)sc3c(=O)n2C)cc1	2	0	0.7	36	23	x	2	6	-3
Clc1ccc(CNCCCSc2ncccn2)cc1Cl	-5	-1	0.5	-13	7	-16	-1	6	-2
CCOc1ccc(CCN2C(=S)N([C@@H](CC(C)C)CN3CCCC3CN3C(=S)NC[C@@H]3Cc3ccc(O)cc3)C[C@@H]2Cc2ccccc2)cc1 (stereo not given in full)	-5	-13	0.0	-57	0	x	0	5	-6
CCOC(=O)C1CCN(C2CCN(C(=O)c3oc4c(C)c(C)ccc4c3C)CC2)CC1	-5	-11	0.2	-6	-1	-25	2	0	-1
CCN(C[C@H]1N[C@@](C)(C(=O)OC)[C@H]2C(=O)N(C)C(=O)[C@@H]12)C(=O)c1ccc(F)cc1	-2	-14	0.2	-31	9	-11	11	21	-13

Arranged by SMILES length (highest first): 3 of the compounds above.
SMILES	CHRM1 agonist	CHRM1 antagonist	M1 ag parental	TAAR1 antagonist	TAAR1 agonist	CHO parental Ca	M1 PAM	M1 PAM parental	CHO-K1 Ca antag
CS(=O)(=O)N1CCN(c2ccc([N+](=O)[O-])c3cccnc23)CC1	-4	-11	0.8	9	-1	-3	8	12	3
O=S(=O)(Nc1cccc(-c2cn3cccnc3n2)c1)c1ccc(Cl)cc1	0	-2	2.8	4	3	-2	4	-1	0
C(#CC1CCCCC1)c1ccc2c(c1)COc1c3ccccc3nn1-2	-3	-3	0.3	-3	16	-8	3	19	-14

Later entries.
SMILES	CHRM1 agonist	CHRM1 antagonist	M1 ag parental	TAAR1 antagonist	TAAR1 agonist	CHO parental Ca	M1 PAM	M1 PAM parental	CHO-K1 Ca antag
Cc1cccc(NC(=O)C2CCN(c3ncnc4c3nc3n4CCCCC3)CC2)n1	1	2	12	-18	1	-26	-2	7	0
COc1ccc(N2C(=O)CC(Cc3ccccc3OC)C2=O)cc1 (stereo not given)	-5	-16	1.1	0	2	-5	11	11	-7
CC(C)=CCN1CCN(Cc2nc(-c3ccc(F)cc3)cs2)CC1CCO (stereo not given)	-7	-5	1.7	-15	0	-18	-5	3	6
O=C(c1cc(Br)ccc1Cl)N1CCN(c2ncccn2)CC1	-5	-3	0.8	4	1	-2	3	15	-3
CC(C(=O)NCC(=O)Nc1ccc(F)c(F)c1F)N1CCN(c2ccc(O)cc2)CC1 (stereo not given)	-3	-8	0.7	10	1	3	5	13	-28
CCc1ccc(CCC(=O)Nc2ccccc2C(=O)O)o1	-2	4	0.0	-11	0	3	-3	19	-6
CCCCC(=O)OCC(=O)Nc1ccc(C)c(F)c1	-4	-1	-0.2	-7	3	-18	9	-9	10
COCOc1ccc(/C=C/C(=O)c2c(OCOC)cc(OCOC)c(CC=C(C)C)c2O)cc1OCOC	3	0	-0.9	x	x	-16	11	-10	29*
O=C(O)c1cn(Cc2ccccc2)c2ccc(Cl)cc2c1=O	47*	-8	0.8	13	30	-8	9	20	-13
O=C(Nc1cc(Cl)cc(Cl)c1)c1cccnc1	3	-6	18*	2	37	6	3	8	4
COc1cccc(N=c2oc3ccc(OC)cc3cc2-c2nc3ccccc3[nH]2)c1	-2	-5	0.5	9	18	6	3	8	2
COC(=O)C1CN(C(=O)c2ccc(OC(F)F)cc2)c2ccccc2O1 (stereo not given)	-6	1	0.4	13	-2	-8	2	19	-8
O=C(CCCSc1nc(-c2ccco2)cc(C(F)(F)F)n1)NCC1CCCO1 (stereo not given)	-5	12	1.4	-1	-3	-20	-6	-6	10
COc1ccccc1N1CCN(C2CCCN(C(=O)c3cc(C)oc3C)C2)CC1 (stereo not given)	-5	-27	0.4	-24	0	-22	13	6	-11
CN(CC(=O)NCC(c1ccccc1)N1CCCC1)S(=O)(=O)c1ccc(Cl)cc1 (stereo not given)	-9	0	-0.5	-5	4	-26	-7	-11	-2
Cc1cccc(C)c1NC(=O)CN1C(=O)COc2ccccc21	-1	-15	0.1	0	0	-9	16	-4	15
COc1ccccc1N1CCN(C(=O)c2cc(-c3cccc(Cl)c3)on2)CC1	-6	-23	0.5	-8	20	-9	9	16	-16
CC1(C)CC(=O)C2=C(C1)NC(SCC(=O)Nc1ccccc1)=C(C#N)C21CCCCC1	-2	-19	0.2	3	8	-15	2	19	-10
CCOc1ccc2nc(SCC(=O)N3CCCCCC3)c(C#N)cc2c1	-4	-5	-0.2	-8	0	-34	2	11	-7
CC(=O)NC(CC(=O)Nc1nc(C)cs1)c1ccccc1 (stereo not given)	-2	-4	1.2	15	2	0	8	11	-11
CC/C(O)=N\S(=O)(=O)c1ccc(N=NN(C)C)cc1	-4	-1	-0.1	-7	0	7	0	3	-10

Single records, from the list above. Order of screens: CHRM1 agonist	CHRM1 antagonist	M1 ag parental	TAAR1 antagonist	TAAR1 agonist	CHO parental Ca	M1 PAM	M1 PAM parental	CHO-K1 Ca antag
Listed for COc1ccccc1N1CCN(C(=O)c2cc(-c3cccc(Cl)c3)on2)CC1 → -6	-23	0.5	-8	20	-9	9	16	-16
Listed for CC/C(O)=N\S(=O)(=O)c1ccc(N=NN(C)C)cc1 → -4	-1	-0.1	-7	0	7	0	3	-10
Listed for CC(=O)NC(CC(=O)Nc1nc(C)cs1)c1ccccc1 (stereo not given) → -2	-4	1.2	15	2	0	8	11	-11
